NTMT1 inh: Primary qHTS for Inhibitors of N-terminal methyltransferase 1 (NTMT1): MTaseGlo Assay. NTMT1 MTase-Glo SAH luminescence, purified enzyme. Potency, µM (doses to about 114 µM), without a hit: at the highest dose activity change, negative = inhibition, actives largely listed as inhibitors. 59,000 tested, 2.5% active;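 further: potency means the concentration at half of the fitted maximal effect; plate controls were DMSO vehicle for no effect and no enzyme for full effect; nearly all actives have a fitted effect of over 65% in size; many of its hits are not listed in these tables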
p53null 32C tox: qHTS Screen for Compounds that Selectively Target Cancer Cells with p53 Mutations: Cytotoxicity of p53 Null Cells at the Permissive Temperature; H1299-neo p53 null cells, ATP luminescence, 24 h, 32C; Potency, µM (titrated, usually from 46.1 µM), without a hit: at the highest dose activity change, negative = cytotoxicity, usual class: cytotoxic; 55,000 tested, 0.62% active; AID 903, 2007;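 further: potency means the concentration at half of the fitted maximal effect; 0% = DMSO only and -100% = full killing by 100 µM tamoxifen; nearly all actives have a fitted effect of over 55% in size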
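Luminescent ATP readout gave cell viability of p53-null H1299-neo cells after a 24 h compound exposure at the permissive 32C. Titrations ran up to 46 uM, and AC50s were fitted with the standard Hill equation.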
TSG101-PTAP inh: qHTS Validation Assay for Inhibitors of HIV-1 Budding by Blocking the Interaction of PTAP/TSG101: Sytravon Library Screen | Potency, µM (doses to about 115 µM), inactives show at the highest dose activity change, negative = inhibition, hits mostly inhibitors | Tumor susceptibility gene 101 protein (Homo sapiens), Q99816 | AID 1347069, 2019 | 44,000 tested, under 10 active | Fluorescence polarization, FITC-PTAP peptide/Tsg101, 20 min; further: potency means the concentration at half of the fitted maximal effect; 0% is about no effect
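Fluorescence polarization: Tsg101 binding domain (10 uM final) in 10 mM HEPES pH 7.5, 0.15 M NaCl, 0.01% Tween 20, 3 mM EDTA, 0.1 mM TCEP; compounds pinned; FITC-PTAP peptide 50 nM final; 20 min, r.t.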
FH mod: Identification of activators of human fumarate hydratase by quantitative high-throughput screening; 54,000 tested, 0.22% active; FH coupled MDH/diaphorase resazurin fluorescence, 15 min; Fumarate hydratase, mitochondrial (Homo sapiens), P07954; Potency, µM (series often up to 79.9 µM), without a hit: at the highest dose activity change, negative = inhibition, actives largely listed as inhibitors; further: potency means the concentration at half of the fitted maximal effect; on the % scale 0 is the no-effect control and ±100 the full control effect; the screen sought activators but most active calls are inhibition curves; nearly all actives have a fitted effect of over 45% in size
Target sequence (P07954 whole entry, looked up): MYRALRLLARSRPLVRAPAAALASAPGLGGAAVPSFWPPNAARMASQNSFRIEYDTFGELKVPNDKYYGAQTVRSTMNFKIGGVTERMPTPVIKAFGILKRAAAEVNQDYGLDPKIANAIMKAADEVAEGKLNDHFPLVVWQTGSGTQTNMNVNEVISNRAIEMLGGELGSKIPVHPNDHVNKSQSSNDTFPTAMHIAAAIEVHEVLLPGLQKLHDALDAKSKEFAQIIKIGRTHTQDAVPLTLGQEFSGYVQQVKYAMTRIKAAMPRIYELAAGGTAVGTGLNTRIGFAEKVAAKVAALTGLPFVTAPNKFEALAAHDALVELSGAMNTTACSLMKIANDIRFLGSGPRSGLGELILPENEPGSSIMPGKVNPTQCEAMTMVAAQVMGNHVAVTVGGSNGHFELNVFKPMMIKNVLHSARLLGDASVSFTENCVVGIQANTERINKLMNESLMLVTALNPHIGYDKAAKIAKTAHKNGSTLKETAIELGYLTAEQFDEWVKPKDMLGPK
p53null 39C kill: qHTS Screen for Compounds that Selectively Target Cancer Cells with p53 Mutations: Cytotoxicity of p53 Null Cells at the Nonpermissive Temperature. Potency, µM (top dose mostly 46.1 µM), inactives show at the highest dose activity, negative = cell killing, actives largely listed as cytotoxic. AID 904, 2007. 55,000 tested, 0.97% active. H1299 p53-null (neo) cells, 39C, ATPlite viability, 24 h;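 further: potency means the concentration at half of the fitted maximal effect; 0% = DMSO only and -100% = full killing by 100 µM tamoxifen; nearly all actives have a fitted effect of over 50% in size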
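Following overnight plating at 37C (600 cells/well), H1299-neo or H1299-p53A138V cells are dosed up to 46 uM. Incubation lasts 24 hr at 39C before ATP detection.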
GALK inh: qHTS Assay for Inhibitors of Human Galactokinase (GALK): NCGC Sytravon Library Screen. P51570. recombinant GALK, Kinase-Glo ATP luminescence, 1 h. Potency, µM (doses to about 57.5 µM), for the others: at the top dose activity, negative = inhibition, usual class: inhibitors. 44,000 tested, under 10 active. AID 1347072, 2019;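 further: plate controls were full GALK reaction for no effect and reaction lacking GALK for full effect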
Target sequence (P51570 whole entry, looked up): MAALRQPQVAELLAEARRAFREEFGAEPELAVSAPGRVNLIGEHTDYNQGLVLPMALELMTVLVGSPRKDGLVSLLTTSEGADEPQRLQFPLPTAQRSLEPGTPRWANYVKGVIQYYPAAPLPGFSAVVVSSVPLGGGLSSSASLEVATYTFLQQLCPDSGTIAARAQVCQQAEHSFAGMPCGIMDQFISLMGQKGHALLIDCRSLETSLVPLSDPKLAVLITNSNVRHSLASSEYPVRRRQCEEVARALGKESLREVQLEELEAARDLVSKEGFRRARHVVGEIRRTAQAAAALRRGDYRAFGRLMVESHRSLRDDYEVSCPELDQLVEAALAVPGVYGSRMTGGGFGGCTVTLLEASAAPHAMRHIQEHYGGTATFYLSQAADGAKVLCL
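Compounds were pinned into ATP buffer, then GALK-galactose mix was added (final 5 nM enzyme, 35 uM ATP, 100 uM galactose, pH 8.0). After 1 h at room temperature, Kinase-Glo Plus was added and luminescence read.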
B2AR arrestin ag: qHTS assay of beta-arrestin-biased ligands of beta2-adrenergic receptor: NCGC Sytravon Library Screen; 44,000 tested, under 10 active; Beta-2 adrenergic receptor (Homo sapiens), P07550; Potency, µM (series often up to 46.1 µM), for the others: at the top dose activation, usual class: activators; HTLA Tango cells, beta-arrestin recruitment, luciferase luminescence, 18 h;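 further: potency means the concentration at half of the fitted maximal effect; 0% = DMSO and full agonism = EC100 isoproterenol or metaproterenol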
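Tango cells (recombinant beta2-AR, beta-arrestin, tTA-driven luciferase), 1500/well in DMEM 1% FBS, treated 18 h at 37 °C with compounds up to 46 µM; luciferin mix added, luminescence read after 15 min; %activity curves fitted and curve-classed.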
Numbers without * were called inactive; ? = inconclusive; / = not tested or not shown; [ ] = another dose, or the depositor's remark. The call rests on the fitted dose curve; in most records, active means well fitted curve in the direction sought with a large enough effect; inconclusive means small, poorly fitted or top-dose-only effect, or another doubt; inactive means no such curve, though single readings can be large; an effect the other way counts as inactive or inconclusive. An excerpt, so the mix of outcomes need not match the whole.

Preview, 11 compounds:
SMILES | NTMT1 inh | p53null 32C tox | TSG101-PTAP inh | FH mod | p53null 39C kill | GALK inh | B2AR arrestin ag
COc1ccccc1C(=O)Nc1ccc(C(=O)OCc2cc(=O)n3c4c(sc3n2)CCCC4)cc1 | -16% | 0% | -7% | 2% | -25% | -2% | -1%
CCc1ccc(NC(=O)Cn2c(=O)oc3cc(S(=O)(=O)NCc4ccccc4)ccc32)cc1 | 3% | -5% | -1% | -1% | -3% | -3% | 0%
COc1cccc(CNc2ncnc3onc(-c4ccc(F)cc4)c23)c1 | 10% | 0% | -1% | 4% | -7% | 4% | -1%
O=C(CSc1nc2ccccc2nc1Cc1ccccc1)Nc1ccc2c(c1)OCO2 | -1% | 5% | 1% | 3% | -2% | 2% | 0%
Cc1cc(=O)n2[nH]c(NCc3ccc(F)cc3)nc2n1 | 3% | -12% | -4% | 2% | 3% | 1% | 0%
CCOC(=O)c1c(C)[nH]c(CCC(=O)Nc2ccccc2C(=O)OC)c1C | ? | 4% | 1% | -10% | -12% | 0% | 0%
CCN1CCN(c2cc(C)c3cc(NC(=O)c4cc(Br)ccc4Cl)ccc3n2)CC1 | -19% | -10% | -5% | -29% | ? | 0% | 1%
COc1ccc2cc(S(=O)(=O)c3ccccc3F)c(=O)oc2c1 | 6% | 0% | 1% | -11% | -2% | 1% | 1%
COc1ccc2nc(N(Cc3cccnc3)C(=O)C3COc4ccccc4O3)sc2c1 (stereo unspecified) | -7% | 0% | -1% | ? | -2% | -1% | -2%
O=C(NCc1ccccc1Cl)c1nnc(Cc2ccc(Cl)cc2)o1 | 17% | 5% | -6% | 3% | -4% | 3% | -2%
Cc1ccc(NC(=O)CN2C(=O)CCSc3ccc(S(=O)(=O)N4CCCC4)cc32)cc1 | 5% | 1% | -2% | 4% | 3% | -2% | -1%

The whole of this part, repeating the preview:
SMILES | NTMT1 inh | p53null 32C tox | TSG101-PTAP inh | FH mod | p53null 39C kill | GALK inh | B2AR arrestin ag
COc1ccccc1C(=O)Nc1ccc(C(=O)OCc2cc(=O)n3c4c(sc3n2)CCCC4)cc1 | -16% | 0% | -7% | 2% | -25% | -2% | -1%
CCc1ccc(NC(=O)Cn2c(=O)oc3cc(S(=O)(=O)NCc4ccccc4)ccc32)cc1 | 3% | -5% | -1% | -1% | -3% | -3% | 0%
COc1cccc(CNc2ncnc3onc(-c4ccc(F)cc4)c23)c1 | 10% | 0% | -1% | 4% | -7% | 4% | -1%
O=C(CSc1nc2ccccc2nc1Cc1ccccc1)Nc1ccc2c(c1)OCO2 | -1% | 5% | 1% | 3% | -2% | 2% | 0%
Cc1cc(=O)n2[nH]c(NCc3ccc(F)cc3)nc2n1 | 3% | -12% | -4% | 2% | 3% | 1% | 0%
CCOC(=O)c1c(C)[nH]c(CCC(=O)Nc2ccccc2C(=O)OC)c1C | ? | 4% | 1% | -10% | -12% | 0% | 0%
CCN1CCN(c2cc(C)c3cc(NC(=O)c4cc(Br)ccc4Cl)ccc3n2)CC1 | -19% | -10% | -5% | -29% | ? | 0% | 1%
COc1ccc2cc(S(=O)(=O)c3ccccc3F)c(=O)oc2c1 | 6% | 0% | 1% | -11% | -2% | 1% | 1%
COc1ccc2nc(N(Cc3cccnc3)C(=O)C3COc4ccccc4O3)sc2c1 (stereo unspecified) | -7% | 0% | -1% | ? | -2% | -1% | -2%
O=C(NCc1ccccc1Cl)c1nnc(Cc2ccc(Cl)cc2)o1 | 17% | 5% | -6% | 3% | -4% | 3% | -2%
Cc1ccc(NC(=O)CN2C(=O)CCSc3ccc(S(=O)(=O)N4CCCC4)cc32)cc1 | 5% | 1% | -2% | 4% | 3% | -2% | -1%
COc1ccc(CCCc2nnc(SCC(=O)Nc3cc(C)ccc3C)o2)cc1 | 10% | 13% | -1% | -18% | 28% | 0% | -2%
CCCCC(=O)Nc1ccc2nc(SCC(=O)N3CCOCC3)sc2c1 | 9% | -26% | -2% | -17% | -8% | 3% | -4%
CCOc1ccc(-c2csc(-c3c(N)c(C(=O)c4ccc5c(c4)OCO5)n4ccccc34)n2)cc1 | 20% | 9% | 2% | 2% | -12% | 4% | -4%
Cc1oc(-c2ccc(C(=O)NCCC(C)C)cc2)nc1CN1CCc2ccccc21 | 2% | 14% | 0% | -14% | -18% | 1% | 1%
COc1ccc(CCNC(=O)C(C)n2c(=O)cc(C(F)(F)F)c3c(C)nn(C)c32)cc1OC (stereo unspecified) | 5% | -1% | -2% | 1% | -10% | -1% | 2%
COc1ccc(C(=O)NCc2ccc3c(c2)CCN3C(=O)c2ccc(F)cc2)cc1 | ? | -10% | -8% | -14% | -19% | 3% | -2%
Cc1ccccc1OCCn1c(-c2ccc(Cl)cc2)nc2ccccc2c1=O | / | -4% | 0% | / | 26% | 2% | 1%
COc1ccc(Cn2c(=O)[nH]c3cc(C(=O)N4CCN(c5cc(C)ccc5C)CC4)ccc3c2=O)cc1 | 6% | 16% | -4% | -25% | 12% | 0% | 1%
COc1cccc(-c2[nH]c3c(c2-c2c(-n4cccc4)n(C)c(=O)[nH]c2=O)c(=O)[nH]c(=O)n3C)c1 | ? | -9% | -1% | -2% | 6% | -12% | -4%
CCCNC(=O)CCNS(=O)(=O)c1ccc2c(c1)c(=O)n(C)c(=O)n2C | 4% | -3% | -12% | -4% | 24% | 7% | -1%
Cc1ccc(C(C)C)c(OCc2ccc(C(=O)Nc3ccc(S(N)(=O)=O)cc3C)o2)c1 | -5% | 35%[activator] | 0% | ? | ? | 2% | 1%
CCC(=O)N1CCc2cc(Br)cc(S(=O)(=O)N3CCCC(C(=O)Nc4cccc(Cl)c4C)C3)c21 (stereo unspecified) | -2% | 0% | 1% | -45% | 1% | 6% | -1%
COc1cccc(CNC(=O)C(=O)NCC(c2ccco2)S(=O)(=O)c2cccs2)c1 (stereo unspecified) | -1% | 2% | -1% | -3% | 31%[activator] | -8% | -3%
CCc1ccc2oc(C(=O)Nc3sc4c(c3C(=O)NC)CCCC4)cc(=O)c2c1 | 9% | 6% | 1% | 3% | -10% | -2% | 0%
Next records
SMILES | NTMT1 inh | p53null 32C tox | TSG101-PTAP inh | FH mod | p53null 39C kill | GALK inh | B2AR arrestin ag
CCCNC(=O)C1CCC(Cn2c(=O)c3sccc3n(CC(=O)N3CCCC(C)C3)c2=O)CC1 (stereo unspecified) | -8% | 6% | -3% | 0% | -16% | -2% | 0%
Cc1ccc(NC(=O)c2cc(S(=O)(=O)N3CCCCC3)c[nH]2)cc1F | 6% | -3% | 2% | -10% | -16% | 3% | -1%
COc1ccccc1CCNC(=O)Cc1c(C)c2cc3c(C(C)(C)C)coc3c(C)c2oc1=O | -9% | 0% | 4% | -12% | -17% | 0% | 2%
Fc1ccccc1-c1nc(-c2ccccc2)no1 | ? | -25% | / | / | -3% | / | /
CCCn1c2ccccc2c2cnn(CC(=O)NCC3CCN(Cc4ccc(C)cc4)CC3)c(=O)c21 | ? | 2% | -8% | -9% | -7% | 0% | 0%
Clc1ccc(-c2nnn3c2nc(NCc2ccc4c(c2)OCO4)c2ccccc23)cc1 | 0% | 0% | -4% | 0% | -13% | -8% | 1%
CCc1cccc(C)c1NC(=O)c1nc2ccccc2nc1N1CCCCC1 | 10% | 8% | -3% | 3% | -9% | 1% | -3%
CCN(CCCNC(=O)c1cc2cc3ccc(OC)cc3nc2s1)c1cccc(C)c1 | 79µM* | ? | 1% | -7% | ? | 4% | -2%
O=C(NCc1ccccc1Br)c1ccc(-n2cnc3cccnc32)cc1 | 10% | 3% | 1% | 0% | 7% | -1% | -1%
COc1cccc(NC(=O)C2CCCN(c3ncnc4onc(C)c34)C2)c1 (stereo unspecified) | 8% | -4% | 1% | 0% | 9% | 1% | -1%
Cc1ccc(C)c(N2CCN(C3=C(c4ccccc4)C(=O)c4ccccc43)CC2)c1 | / | 2% | -6% | / | 22% | 2% | 0%
CC(Oc1ccccc1F)C(=O)N1CCC(c2nc3ccccc3o2)CC1 (stereo unspecified) | -24% | -5% | -3% | -2% | 9% | -5% | -4%
Cc1ccc(S(=O)(=O)NCCc2nnc3ccc(SCC(=O)Nc4ccc(F)cc4F)nn23)cc1 | 4% | 2% | -2% | -17% | ? | 5% | 0%
CCOc1ccccc1C(=O)Nc1cccc2ccc(C)nc12 | -8% | 3% | 1% | -22% | 31%[activator] | 2% | -2%
CC(=O)Nc1ccc(NC(=O)c2c(-c3ccccc3)noc2C)cc1 | 11% | -8% | -7% | 11% | 2% | 0% | -1%
CCc1ccc(NC(=O)CSc2c(C)cnc3c2c(=O)n(C)c(=O)n3C)cc1 | 2% | -3% | -1% | -20% | 2% | -8% | -1%
Cc1ccc(F)cc1NC(=O)CCc1c(C)nn(-c2ccc(N3CCCC3)nn2)c1C | / | -6% | 0% | / | -19% | 2% | -1%
COc1cccc(C(=O)Nc2cccc(OCc3cc(=O)n4c5c(sc4n3)CCCC5)c2)c1 | 1% | -1% | 1% | 2% | -5% | 0% | -2%
COc1ccc(NC(=O)Cn2ncc3c([nH]c4ccccc43)c2=O)cc1Cl | 16% | -5% | 0% | 10% | -9% | 2% | 0%
COc1ccc(-c2nc(SCC(=O)N3CCC(C)CC3)n[nH]2)cc1 | 3% | -13% | 0% | -13% | -10% | 3% | -1%
COc1cccc(NC(=O)CN2C(=O)c3cccc4cccc2c34)c1 | 8% | -2% | -1% | 4% | 13% | 2% | 0%
COc1ccccc1-c1nc(S(=O)(=O)c2ccc(Cl)cc2)c(N2CCCCCC2)o1 | 1% | 3% | -2% | -20% | 20% | 0% | -1%
CCN(CC)CCCNc1oc(/C=C/c2ccc(OC)c(OC)c2)nc1C#N | 23% | -1% | -2% | 4% | -19% | ? | -1%
CCOC(=O)c1ccccc1NC(=O)CSc1nnc(CC)n2c1cc1occc12 | 4% | -1% | 1% | -10% | ? | 2% | 1%
Cc1ccccc1CN1C(=O)c2ccccc2S(=O)c2ccc(C(=O)NCc3ccc(Cl)cc3)cc21 (stereo unspecified) | 5% | 12% | -3% | -20% | -22% | -5% | 0%

Compound activity (PubChem)
